# From PubChem BioAssay
# SARS 3CLpro inh: SARS-CoV 3CLpro protease inhibitors, primary screen, biochemical, quenched FRET | Replicase polyprotein 1ab (Severe acute respiratory syndrome coronavirus), P0C6X7 | recombinant SARS-CoV 3CLpro, quenched FRET peptide cleavage | inhibition, % at 6 µM | 290,000 tested, 0.14% active; in the data active means inhibition above about 12%
# VHR inh abs: VHR1 phosphatase inhibitors, primary screen, biochemical, absorbance, uHTS. Dual specificity protein phosphatase 3 (Homo sapiens), P51452. recombinant VHR phosphatase, pNPP absorbance. inhibition, % at 13.3 µM. 290,000 tested, 0.52% active; in the data active means inhibition above about 50%; further: some compounds called inactive have numbers as strong as hits
# Target sequence (P51452 whole entry, looked up): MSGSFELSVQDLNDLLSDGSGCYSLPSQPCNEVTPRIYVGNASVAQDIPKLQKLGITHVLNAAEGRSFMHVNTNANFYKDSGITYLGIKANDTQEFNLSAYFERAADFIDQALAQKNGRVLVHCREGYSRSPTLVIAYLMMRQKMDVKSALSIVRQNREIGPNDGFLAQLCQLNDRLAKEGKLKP
# PriA SSB inh: inhibitors of Klebsiella pneumoniae PriA binding to SSB C-terminal tail, primary screen, biochemical, AlphaScreen. PriA–SSB C-terminal tail interaction (Klebsiella pneumoniae). AlphaScreen SSBct-PriA binding, biotinylated peptide. inhibition, % at 33 µM. 430,000 tested, 0.6% active; in the data active means inhibition mostly above about 37%, no sharp cut-off; inactive means mostly below about 20%;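 further: plate controls were negative control peptide for no effect and reference peptide for full effect; strong numbers were not always called active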
# BoNT F protease: BoNT/F light chain protease inhibitors, primary screen, biochemical, flow cytometry, MLPCN library; inhibition, % at 10 µM; 360,000 tested, 0.22% active; AID 588497, 2011; Multiplex microsphere protease cleavage assay; Botulinum neurotoxin type F light chain protease (Clostridium botulinum); in the data active means inhibition above about 35%, passing the limit was not always enough; inconclusive means no clear call, values can overlap the other calls; further: plate controls were buffer without enzyme for full effect and enzyme alone for no effect
# CCHFV vOTU inh: CCHFV vOTU protease inhibitors, primary screen, biochemical, Pep-AMC substrate, fluorescence. Crimean-Congo hemorrhagic fever virus L polyprotein viral ovarian tumor (vOTU) protease …. inhibition, % at 11.5 µM. 370,000 tested, 0.55% active. AID 651958, 2012; in the data active means inhibition above about 30%; further: 0% = vehicle wells with enzyme and 100% = no enzyme wells
# BoNT-A LC inh2: BoNT/A light chain protease inhibitors, primary screen, biochemical, flow cytometry, MLPCN library. multiplex microsphere protease substrate cleavage. inhibition, % at 10 µM. 360,000 tested, 0.17% active; further: plate controls were buffer without enzyme for full effect and enzyme alone for no effect
# MazEF act: activators of E. coli MazEF toxin-antitoxin RNase, primary screen, biochemical, fluorescence, uHTS; AID 504720, 2011; 350,000 tested, 0.32% active; FAM/BHQ RNA-DNA oligo cleavage fluorescence, 5 h; activation, % at 20 µM; Endoribonuclease toxin MazF (Escherichia coli (strain K12)), P0AE70; in the data active means activation above about 50%
# PrPC surface inh: inhibitors of human cell surface prion protein PrPC, primary screen, cell-based, TR-FRET; Major prion protein (Homo sapiens), P04156; TR-FRET read-out; inhibition, % at 13.8 µM; 370,000 tested, 0.43% active; AID 720596, 2013; in the data active means inhibition above about 24%; further: 0% = median of the test wells and 100% = reference compound wells
# Anthrax LF prot: Bacillus anthracis LF protease inhibitors, primary screen, biochemical, multiplex microsphere, MLPCN library; 360,000 tested, 0.12% active; multiplex microsphere protease cleavage assay; inhibition, % at 10 µM; Lethal factor (Bacillus anthracis), P15917; AID 588501, 2011; further: plate controls were buffer without enzyme for full effect and enzyme alone for no effect
# Target sequence (P15917 whole entry, looked up): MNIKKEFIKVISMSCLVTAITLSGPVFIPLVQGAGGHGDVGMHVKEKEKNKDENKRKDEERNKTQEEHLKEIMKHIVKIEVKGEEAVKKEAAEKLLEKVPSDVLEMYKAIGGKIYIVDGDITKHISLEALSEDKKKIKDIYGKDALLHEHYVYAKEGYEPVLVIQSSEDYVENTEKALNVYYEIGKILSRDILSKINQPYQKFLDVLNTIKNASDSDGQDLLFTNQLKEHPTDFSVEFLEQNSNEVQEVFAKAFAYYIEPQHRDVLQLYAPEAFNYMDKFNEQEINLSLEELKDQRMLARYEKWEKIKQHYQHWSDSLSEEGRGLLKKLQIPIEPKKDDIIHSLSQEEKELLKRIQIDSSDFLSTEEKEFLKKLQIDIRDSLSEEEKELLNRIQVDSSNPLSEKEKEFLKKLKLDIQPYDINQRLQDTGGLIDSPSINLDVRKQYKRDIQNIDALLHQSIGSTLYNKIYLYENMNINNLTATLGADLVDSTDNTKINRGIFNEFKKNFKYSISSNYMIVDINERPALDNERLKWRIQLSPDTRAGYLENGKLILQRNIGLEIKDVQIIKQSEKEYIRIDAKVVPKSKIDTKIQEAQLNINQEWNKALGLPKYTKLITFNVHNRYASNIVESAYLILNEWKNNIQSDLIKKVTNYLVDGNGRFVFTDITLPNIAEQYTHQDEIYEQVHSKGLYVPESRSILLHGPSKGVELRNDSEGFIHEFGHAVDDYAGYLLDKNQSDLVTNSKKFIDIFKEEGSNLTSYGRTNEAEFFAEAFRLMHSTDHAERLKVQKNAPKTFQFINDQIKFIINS
# Rv3671c protease: Rv3671c serine protease inhibitors, primary screen, biochemical, fluorescence polarization, M. tuberculosis H37Rv | P9WHR9 | 320,000 tested, 0.048% active | inhibition, % at 5.96 µM; in the data active means inhibition above about 38%;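 further: extracellular domain of Rv3671c used as enzyme; 0% = enzyme with DMSO and 100% = no enzyme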
# * hit, by the source's call; u = inconclusive; x = not tested or not shown; & = joins results of further samples. Unless noted, no stated cut-off is given here; in the data, active means inhibition above about 30%; inconclusive means no clear call, values can overlap the other calls; inactive means below that. Some of the compounds tested, so the mix of outcomes need not match the whole.
SMILES,SARS 3CLpro inh,VHR inh abs,PriA SSB inh,BoNT F protease,CCHFV vOTU inh,BoNT-A LC inh2,MazEF act,PrPC surface inh,Anthrax LF prot,Rv3671c protease
Cc1cccc(NC(=O)Cc2cccs2)n1,-3.6,-9.6,27.0&-6.6,-0.2,-1.0,-1.0,5.2,7.5,0.5,-9.1
CC(C#N)(NC(=O)CN1CCN(S(=O)(=O)c2ccccc2C#N)CC1)C1CC1 (configuration not stated),x,x,-3.0,11.0,5.6,1.5,-4.6,2.2,3.9,4.7
CC(C)CC(NS(=O)(=O)c1ccc2[nH]c(=O)c(=O)[nH]c2c1)C(=O)O (configuration not stated),-0.6,10.6,-5.8,0.0,8.9,-0.4,5.8,-3.7,4.9,2.8
O=C1NCCCN1Cc1ccc(F)cc1,5.3,7.8,1.3,8.3,-22.9,0.4,1.2,-5.1,-2.1,7.8
CCC(C)c1ccccc1N1CC(C(=O)Nc2cccc(S(=O)(=O)N3CCOCC3)c2)CC1=O (configuration not stated),-1.7,14.0,5.4,-2.7,-7.5,-0.6,-0.6,7.2,0.8,-2.0
O=C(c1ccco1)N1C2C=CC(C2)C1(C(F)(F)F)C(F)(F)F (configuration not stated),1.4,13.7,-19.2,-2.9,-4.2,0.3,3.2,4.2,-0.2,-2.2
COc1ccc(C/C(C)=N\NC(=O)c2cn(C)c3ccccc23)cc1OC,-2.6,-3.2,x,-5.4,-11.3,-0.1,-7.1,10.2,-5.4,-5.2
COC(C(=O)N1CCC(CCC(=O)Nc2ccccc2)CC1)c1ccccc1 (configuration not stated),-4.7,16.5,-17.4,3.8,23.4,-0.5,-1.4,-0.8,2.0,6.6
COc1ccc(-c2cc(C(=O)N(C)CC(=O)Nc3ccccc3C(F)(F)F)c3ccccc3n2)cc1OC,x,x,-31.5,-6.5,11.4,-0.2,-17.7,-5.7,-5.1,x
CCCn1c(SCCN2C(=O)c3ccccc3C2=O)n[nH]c1=O,-0.7,13.8,-11.1,2.3,4.7,1.2,5.8,-6.9,-0.1,7.7
CC(=O)Nc1nc2cc3c(cc2s1)OCO3,-6.5,8.7,2.6,-2.7,-3.5,-0.4,14.4,4.6,-5.3,-1.9
S=C(NN=C1C2CC3CC(C2)CC1C3)Nc1ccccc1,-0.1,-12.3,12.4,8.6,4.7,-1.5,0.1,3.8,-1.7,9.7
O=C(/C=C/c1ccc(S(=O)(=O)N2CCOCC2)cc1)N1CCCCC1,x,x,-1.4,-1.5,-8.1,0.6,2.0,-8.5,0.6,x
COc1ccc(S(=O)(=O)CCC(=O)N(C)c2ccc(OC)cc2OC)cc1,-9.2,5.1,-15.7,-11.1,11.4,0.6,-0.8,5.9,-1.2,2.0
O=C(CN(C(=O)CCC(=O)Nc1ccccn1)c1ccc2c(c1)OCO2)NCc1ccc(F)cc1,0.1,-2.9,2.5,9.6,-11.1,3.1,0.3,7.7,1.6,-2.1
CCN(CC)c1nc2ccccc2[nH]1,-3.6,35.6,-13.1,-3.3,-4.5,0.0,-2.0,3.1,0.0,5.2
CCc1ccc(NC(=O)C2CCCCC2C(=O)O)cc1 (configuration not stated),-3.8,-0.1,1.9,-1.4,12.8,-0.4,-1.2,-8.8,1.1,-1.7
CN1CCCC1c1ccc(=O)[nH]c1 (configuration not stated),x,x,-9.7,-8.4,0.1,-0.3,9.4,-1.4,1.7,x
COCc1cc(=O)[nH]c(/N=C(\N)Nc2cccc(C)c2)n1,-0.2,24.4,x,-1.0,4.5,0.1,-2.1,-2.4,-7.7,2.5
COc1ccc(NC(=S)N2CCN(c3ncccn3)CC2)c(OC)c1,-3.2,40.1,4.6,u,-13.4,-6.6,0.9,2.8,-4.7,-1.7
O=C1C=C(N2CC2)c2ccccc2C1=O,x,x,x,-4.3,105.0*,-0.3,4.0,-31.9,0.4,x
COC(=O)c1cccc(NC(=S)NC(C)C)c1,-0.2,7.2,-1.5,-5.4,-0.5,-0.4,-8.2,-3.6,-1.7,1.4
CC12C(=O)N(n3cnnc3)C(=O)C1C1C=CC2C1 (configuration not stated),-0.3,21.9,-5.0,-4.7,-4.4,-0.5,1.0,3.4,-1.6,-2.7
COc1ccc(Nc2ncccc2C(=O)O)cc1,-0.6,-9.9,1.8,-2.2,-9.3,-0.5,5.3,-0.6,-1.5,-3.1
COC(=O)c1ccc(N(C(=O)CNC(=O)c2ccco2)C(C(=O)NCC2CCCO2)c2ccc(OC)c(OC)c2)cc1 (configuration not stated),3.4,17.1,1.5,24.9,-0.5,1.9,7.3,1.6,6.2,2.1
CCOC(=O)c1c(-c2ccc(OC)cc2)csc1NC(=O)C1CCCO1 (configuration not stated),5.0,1.9,-11.4,2.2,15.2,0.4,-7.8,9.8,-2.0,-11.2
C/C(=N\NC(=O)CSCc1ccccc1Br)c1cccc([N+](=O)[O-])c1,2.1,-5.6,x,-2.2,-14.1,-1.1,12.4,-2.9,-1.5,7.7
COc1ccc(NC(=O)C(C)N2C(=O)c3ccccc3S2(=O)=O)c(OC)c1 (configuration not stated),x,x,-3.1,u,7.8,u,-6.9,-1.3,u,-5.1
COCC1CCN(C(=O)c2cc(COc3ccc(C)c(C)c3)on2)C1 (configuration not stated),-2.7,-0.2,-9.2,-2.4,11.6,-1.2,0.2,-0.4,1.0,x
CCNC(=O)c1ccccc1-c1nc(-c2ccccc2)no1,-2.1,15.5,1.9,u,11.8,-0.7,11.2,6.9,11.2,4.2

# Whole records from above. Screens in order: SARS 3CLpro inh | VHR inh abs | PriA SSB inh | BoNT F protease | CCHFV vOTU inh | BoNT-A LC inh2 | MazEF act | PrPC surface inh | Anthrax LF prot | Rv3671c protease
# COc1ccc(NC(=O)C(C)N2C(=O)c3ccccc3S2(=O)=O)c(OC)c1 (configuration not stated) is listed with x | x | -3.1 | u | 7.8 | u | -6.9 | -1.3 | u | -5.1
# COCC1CCN(C(=O)c2cc(COc3ccc(C)c(C)c3)on2)C1 (configuration not stated) is listed with -2.7 | -0.2 | -9.2 | -2.4 | 11.6 | -1.2 | 0.2 | -0.4 | 1.0 | x
# COc1ccc(-c2cc(C(=O)N(C)CC(=O)Nc3ccccc3C(F)(F)F)c3ccccc3n2)cc1OC is listed with x | x | -31.5 | -6.5 | 11.4 | -0.2 | -17.7 | -5.7 | -5.1 | x
# CC(C)CC(NS(=O)(=O)c1ccc2[nH]c(=O)c(=O)[nH]c2c1)C(=O)O (configuration not stated) is listed with -0.6 | 10.6 | -5.8 | 0.0 | 8.9 | -0.4 | 5.8 | -3.7 | 4.9 | 2.8
# CCC(C)c1ccccc1N1CC(C(=O)Nc2cccc(S(=O)(=O)N3CCOCC3)c2)CC1=O (configuration not stated) is listed with -1.7 | 14.0 | 5.4 | -2.7 | -7.5 | -0.6 | -0.6 | 7.2 | 0.8 | -2.0

# The list goes on.
SMILES,SARS 3CLpro inh,VHR inh abs,PriA SSB inh,BoNT F protease,CCHFV vOTU inh,BoNT-A LC inh2,MazEF act,PrPC surface inh,Anthrax LF prot,Rv3671c protease
O=C(COC(=O)CSc1ccc([N+](=O)[O-])cc1)NCc1cccs1,x,x,3.7,-26.4,6.1,-19.8,8.8,-2.9,-6.6,4.2
Cc1ccc(S(=O)(=O)N(C)CC(=O)OCC(=O)N2CCN(c3ccccc3)CC2)cc1,-1.7,12.4,4.3,-7.2,3.5,-0.7,-4.1,-6.1,-7.5,-1.5
CCOC(=O)C1CCCN(C(=O)CCn2nc(-c3ccccc3)ccc2=O)C1 (configuration not stated),-3.0,7.1,-15.0,-9.4,13.9,-1.0,-1.7,-6.2,-4.2,-0.6
COc1ccc(NS(=O)(=O)c2cccc(C(=O)NCC3(N(C)C)CCCCC3)c2)cc1,x,x,3.7,-8.7,11.5,-2.0,7.0,-2.2,-7.9,2.6
COc1ccc(/C=N/NC(=O)CNS(=O)(=O)c2ccc(C)cc2)cc1,2.4,25.2,x,-7.0,3.4,-0.9,9.7,3.7,-8.2,9.0
Cc1nc(-c2ccc(Cl)cc2)sc1C1(C)CC(c2cccnc2)=NO1 (configuration not stated),x,-4.1,-5.2,-5.5,-7.2,-0.7,-6.2,2.1,-4.0,-17.1
O=C1CC(c2nc3ccccc3[nH]2)CN1c1ccccc1F (configuration not stated),-2.7,-2.4,-10.5,2.1,-1.7,-0.6,2.0,0.3,-2.3,-8.9
O=C1c2cccc3cc([N+](=O)[O-])cc(c23)C(=O)N1c1ccccc1O,0.1,13.9,1.5,0.2,14.2,0.0,4.1,-29.0,-0.2,-2.0
CCOc1ccc(Nc2nc(N)c([N+](=O)[O-])c(N3CCN(CC)CC3)n2)cc1,-4.9,x,-3.9,-7.5,2.8,-1.6,0.2,-10.2,-9.8,-9.2
COc1ccccc1N(/N=C1\Sc2ccccc2C1=O)C(C)=O,0.1,26.3,x,-6.6,31.6*,-0.4,-5.6,5.9,-12.1,-65.8
CC1CCCC(C)N1C(=O)CSc1nnc(COc2ccccc2)n1-c1ccccc1 (configuration not stated),3.5,23.4,4.8,-9.2,9.8,-2.4,5.3,37.1*,-5.7,6.5
CN1C(=O)/C(=C/c2ccccc2Cl)Sc2ccc(C(=O)N3CCCC3)cc21,3.3,-12.2,15.5,-0.1,23.3,1.1,-7.7,0.9,-0.9,-4.8
CCCCNC(=O)NC1C(NC(=O)NCCCC)N(C)C(=O)N1C (configuration not stated),-2.2,10.2,-2.4,-3.7,3.3,-0.4,-12.6,2.8,-2.9,6.4
O=C(COc1ccccc1)N1CCCC1,0.5,-6.8,-16.4,-2.8,-8.6,0.1,8.1,3.6,2.0,-0.5
COc1ccccc1NS(=O)(=O)c1ccc(O)c(C(=O)OCC(=O)Nc2ccccc2F)c1,2.8,33.4,-18.7,-0.1,10.8,-0.3,2.1,6.2,-0.8,-6.5
COc1cccc(/C=N/NC(=O)c2cccc3ccccc23)c1OC,x,x,x,-11.5,7.9,-0.2,14.0,-3.3,-3.1,5.5
CC1Cc2ccccc2N1C(=S)NC(=O)C1(C)CC1(Cl)Cl (configuration not stated),6.8,16.0,-8.2,-4.9,19.9,0.5,-1.9,2.7,-2.6,-4.5
C/C(=N\NC(=O)c1ccc(F)cc1)c1cccc(NC(=O)c2ccco2)c1,4.1,-4.3,x,-1.9,0.4,-0.6,-1.0,7.0,-7.9,-6.1
Cc1ccc(S(=O)(=O)c2cc(OC(=O)c3ccco3)ccc2OC(=O)c2ccco2)cc1,-1.2,-7.9,-13.0,2.1,-3.9,0.1,-2.2,-0.7,-2.5,13.3
COc1cccc2cc(-c3cc(=O)oc4cc(C)c(O)cc34)oc12,6.1,-16.6,-10.9,6.1,5.8,2.8,-9.7,-2.4,1.1,-10.3
O=C(Nc1ccc(Cl)cc1)c1cc(S(=O)(=O)N2CCOCC2)cs1,4.6,-6.0,-15.8,6.9,6.5,-0.3,8.5,11.2,-9.0,-7.7
O=C(NC1CCCC1)C(c1ccncc1)N(C(=O)c1ccco1)c1ccc(Cl)cc1 (configuration not stated),3.0,27.4,-2.3,1.6,11.4,0.6,13.9,8.6,1.1,0.9
